NSD2 HMT inh: inhibitors of human histone methyltransferase NSD2. inhibition, % at 12.5 µM. O96028. AID 743445. 310,000 tested, 0.54% active. NSD2 peptide methylation, AlphaScreen, 120 min; in the data active means inhibition above about 50%
CAL PDZ FP-1: human CAL PDZ-peptide interaction inhibition; Q9HD26; purified CAL PDZ, TMR-peptide fluorescence polarization, 1 h; inhibition, % at 20 µM; 330,000 tested, 0.02% active; AID 504414;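 active means highest replicate inhibition of at least 40%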;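 further: plate controls were DMSO neutral control wells for no effect and unlabeled competitor peptide control wells for full effect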
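material = purified tagged CAL PDZ domain construct (CerCALP) | compound dosing = 20 µM, one dose | times = 1 h at RT | measured by = fluorescence polarization from S- and P-plane intensities, G-factor corrected | read-out = inhibition from polarization loss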
CAL PDZ FP-2: inhibitors of human CAL PDZ peptide binding. purified CAL PDZ, TMR-peptide fluorescence polarization, 1 h. 300,000 tested, 0.92% active. inhibition, % at 24.9 µM. AID 602252;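 active means mean inhibition of at least 30% with at least half of replicates also reaching 30%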;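 further: 0% = DMSO neutral control and 100% = excess unlabeled competitor peptide PRC23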
SR-BI uptake up: SR-BI HDL lipid transfer activation; CHO ldlA[mSR-BI] cells, DiI-HDL uptake fluorescence, 3 h; 100 = double the neutral-control signal; activation, % at 12.5 µM; 320,000 tested, 0.096% active; AID 504775;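 active means mean replicate activation of at least 60% and every replicate at or above 60%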;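 further: 0% = median plate neutral-control signal and 100% = twice that signal; values of inactives mirror those of a sister screen read the other way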
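System: CHO ldlA[mSR-BI] cells / Medium: HEPES-buffered (25 mM, pH 7.4) F12 plus 0.5% BSA / Probe or stimulus: labelled HDL, 10 µg/mL / Doses: single compound concentration, delivered by pin transfer / Schedule: 3 h, 37 °C / Measured by: DiI fluorescence, bottom read / Measure: cell-associated DiI fluorescence as measure of HDL uptake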
dFosB act: enhances mouse delta FosB homodimer DNA binding; purified delta FosB, TAMRA-CDK5 oligo fluorescence polarization; percent of positive-control signal above neutral wells; activation, % at 25 µM; 340,000 tested, 0.99% active;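 active means mean activation above about 17%, with every replicate also reaching it, limit read from the data, passing the limit was not always enough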;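 further: fluorescence polarization rise as delta FosB binds a TAMRA Cdk5 AP-1 oligo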
MITF TRPM1 HTS: increases MITF-driven TRPM1 promoter luciferase signal; SK-MEL-5 TRPM1-promoter luciferase, 24 h; % of positive control, neutral wells = 0; activation, % at 12.5 µM; 300,000 tested, 0.75% active;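 active means mean activation of at least 80% with every replicate also reaching 80%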;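 further: 0% = neutral control wells and 100% = parthenolide positive control wells; values of inactives mirror those of a sister screen read the other way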
PfHsp90 set2: reduces growth (ATP signal) of yeast expressing P. falciparum Hsp90; S. cerevisiae expressing PfHsp90, BacTiter-Glo ATP, 48 h; yeast lacking PDR1 and PDR3 efflux regulators; inhibition, % at 9.4 µM; 310,000 tested, 0.32% active;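 active means every replicate shows inhibition above about 80%, whatever the replicate mean, limit read from the data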;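 further: 0% = DMSO neutral controls and 100% = 20 µM radicicol positive controls; yeast relying on Plasmodium falciparum Hsp90 in place of its own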
SR-BI HDL uptake: mouse SR-BI HDL lipid transfer inhibition | Q61009 | ldlA[mSR-BI] CHO cells, DiI-HDL uptake fluorescence, 3 h | inhibition, % at 12.5 µM | 320,000 tested, 0.96% active | AID 488896;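 active means mean replicate inhibition of at least 70% and a set share of replicates each scoring 70 or more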;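 further: 0% = median of neutral control wells and 100% = median of positive control wells; values of inactives mirror those of a sister screen read the other way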
Target sequence (Q61009 whole entry, looked up): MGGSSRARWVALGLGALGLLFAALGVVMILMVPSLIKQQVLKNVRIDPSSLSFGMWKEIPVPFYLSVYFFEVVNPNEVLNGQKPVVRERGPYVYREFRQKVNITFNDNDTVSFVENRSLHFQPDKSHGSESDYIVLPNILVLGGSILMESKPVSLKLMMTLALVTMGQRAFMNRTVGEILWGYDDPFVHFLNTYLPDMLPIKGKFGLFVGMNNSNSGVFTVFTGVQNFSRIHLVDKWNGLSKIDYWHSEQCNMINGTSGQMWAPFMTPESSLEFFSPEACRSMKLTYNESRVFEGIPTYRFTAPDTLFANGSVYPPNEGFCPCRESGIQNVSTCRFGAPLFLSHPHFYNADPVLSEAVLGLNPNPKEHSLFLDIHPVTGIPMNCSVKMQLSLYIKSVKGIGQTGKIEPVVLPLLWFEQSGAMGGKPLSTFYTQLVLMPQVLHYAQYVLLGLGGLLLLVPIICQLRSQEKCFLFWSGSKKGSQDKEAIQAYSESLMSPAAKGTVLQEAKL
Rtt109 HAT inh: C. albicans Rtt109 histone acetyltransferase inhibition | Q5AAJ8 | purified Rtt109/Vps75, ThioGlo CoA-SH fluorescence, 4 h | 330,000 tested, 0.16% active | inhibition, % at 34.9 µM;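 active means inhibition of at least 50% in every replicate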
Target sequence (Q5AAJ8 whole entry, looked up): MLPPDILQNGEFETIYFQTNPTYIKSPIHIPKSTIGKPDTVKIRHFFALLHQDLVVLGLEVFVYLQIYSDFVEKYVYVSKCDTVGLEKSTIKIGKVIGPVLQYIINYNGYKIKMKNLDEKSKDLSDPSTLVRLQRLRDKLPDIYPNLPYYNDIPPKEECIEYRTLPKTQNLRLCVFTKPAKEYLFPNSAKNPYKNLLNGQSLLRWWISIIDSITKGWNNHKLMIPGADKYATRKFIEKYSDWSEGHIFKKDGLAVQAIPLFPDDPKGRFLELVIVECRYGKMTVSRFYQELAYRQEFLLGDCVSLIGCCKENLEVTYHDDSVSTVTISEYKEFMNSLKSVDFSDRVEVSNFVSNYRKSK
PvdQ acylase: blocks Pseudomonas aeruginosa PvdQ acylase activity | purified PvdQ acylase, fluorescence plate reader | inhibition, % at 10 µM | 340,000 tested, 0.063% active | AID 488965; in the data active means inhibition above about 30%, passing the limit was not always enough;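 further: 0% = vehicle neutral wells and 100% = reference inhibitor wells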
* = called active by the depositor.

Start of the data: the first four records, ahead of the listing:
For CC(=O)Nc1ccc(S(=O)(=O)NCCC(=O)OCC(=O)NC(C)c2ccc(Cl)cc2)cc1 (configuration not stated) the results were NSD2 HMT inh -2, CAL PDZ FP-1 0.3, SR-BI uptake up 21, dFosB act -5, MITF TRPM1 HTS 6, PfHsp90 set2 5, SR-BI HDL uptake -21, Rtt109 HAT inh -1 and PvdQ acylase -15.
For COc1ccc(C2=NOC(Cn3nc(-c4ccccc4)cc3C(=O)NCc3ccccc3OC)C2)cc1 (configuration not stated) the results were CAL PDZ FP-1 -0.2, CAL PDZ FP-2 6, SR-BI uptake up -51, dFosB act -3, MITF TRPM1 HTS 5, PfHsp90 set2 -17, SR-BI HDL uptake 51, Rtt109 HAT inh 2 and PvdQ acylase 0.
Screening O=C(COC(=O)c1cccs1)c1ccc2ccccc2c1 returned NSD2 HMT inh -3, CAL PDZ FP-1 -3.3, CAL PDZ FP-2 -4, SR-BI uptake up 1, dFosB act -5, PfHsp90 set2 -6, SR-BI HDL uptake -1, Rtt109 HAT inh 24 and PvdQ acylase 13.
`Cn1c(O)c(N=Nc2ccccc2[N+](=O)[O-])c2ccccc21` gave NSD2 HMT inh -2, CAL PDZ FP-1 -0.6, CAL PDZ FP-2 -3, SR-BI uptake up -11, dFosB act 1, MITF TRPM1 HTS 44, PfHsp90 set2 -12, SR-BI HDL uptake 11, Rtt109 HAT inh -1 and PvdQ acylase -9.

The whole of this part, previewed entries included:
For CC(=O)Nc1ccc(S(=O)(=O)NCCC(=O)OCC(=O)NC(C)c2ccc(Cl)cc2)cc1 (configuration not stated) the results were NSD2 HMT inh -2, CAL PDZ FP-1 0.3, SR-BI uptake up 21, dFosB act -5, MITF TRPM1 HTS 6, PfHsp90 set2 5, SR-BI HDL uptake -21, Rtt109 HAT inh -1 and PvdQ acylase -15.
For COc1ccc(C2=NOC(Cn3nc(-c4ccccc4)cc3C(=O)NCc3ccccc3OC)C2)cc1 (configuration not stated) the results were CAL PDZ FP-1 -0.2, CAL PDZ FP-2 6, SR-BI uptake up -51, dFosB act -3, MITF TRPM1 HTS 5, PfHsp90 set2 -17, SR-BI HDL uptake 51, Rtt109 HAT inh 2 and PvdQ acylase 0.
Screening O=C(COC(=O)c1cccs1)c1ccc2ccccc2c1 returned NSD2 HMT inh -3, CAL PDZ FP-1 -3.3, CAL PDZ FP-2 -4, SR-BI uptake up 1, dFosB act -5, PfHsp90 set2 -6, SR-BI HDL uptake -1, Rtt109 HAT inh 24 and PvdQ acylase 13.
`Cn1c(O)c(N=Nc2ccccc2[N+](=O)[O-])c2ccccc21` gave NSD2 HMT inh -2, CAL PDZ FP-1 -0.6, CAL PDZ FP-2 -3, SR-BI uptake up -11, dFosB act 1, MITF TRPM1 HTS 44, PfHsp90 set2 -12, SR-BI HDL uptake 11, Rtt109 HAT inh -1 and PvdQ acylase -9.
For CN(C(=O)c1cccc(NC(=O)Cc2ccc(NC(=O)C3CCCN(C(=O)C4CCCC4)C3)cc2)c1)C1CCC1 (configuration not stated) the results were CAL PDZ FP-1 -0.9, CAL PDZ FP-2 4, SR-BI uptake up -87, dFosB act -4, MITF TRPM1 HTS -10, PfHsp90 set2 3, SR-BI HDL uptake 87*, Rtt109 HAT inh 9 and PvdQ acylase -12.
`CCc1n(CC(O)COCC2CC=CCC2)c2ccccc2[n+]1C` (configuration not stated) gave NSD2 HMT inh -2, CAL PDZ FP-1 9.2, CAL PDZ FP-2 -6, SR-BI uptake up 8, dFosB act 6, MITF TRPM1 HTS 4, PfHsp90 set2 -4, SR-BI HDL uptake -8, Rtt109 HAT inh -5 and PvdQ acylase -15.
Screening S=c1nc[nH]c2c1sc1nc(N3CCOCC3)c3c(c12)CCCC3 returned NSD2 HMT inh 0, CAL PDZ FP-1 0.8, CAL PDZ FP-2 -4, SR-BI uptake up -29, dFosB act -9, MITF TRPM1 HTS 6, PfHsp90 set2 -59, SR-BI HDL uptake 29, Rtt109 HAT inh 9 and PvdQ acylase -10.
Screening Cc1ccc(NC(=O)C2CCN(C(=O)NC3CCCCC3)CC2)c(C)c1 returned CAL PDZ FP-1 -0.1, CAL PDZ FP-2 -3, SR-BI uptake up 0, dFosB act 1, MITF TRPM1 HTS 13, PfHsp90 set2 -48, SR-BI HDL uptake 0, Rtt109 HAT inh -9 and PvdQ acylase -3.
Screening CCNC(=O)CC1C(=O)N(c2ccccc2)C(=O)N1CCC(C)C (configuration not stated) returned NSD2 HMT inh -2, CAL PDZ FP-1 1.0, CAL PDZ FP-2 -2, SR-BI uptake up 9, dFosB act -2, MITF TRPM1 HTS -4, PfHsp90 set2 7, SR-BI HDL uptake -9, Rtt109 HAT inh -4 and PvdQ acylase 2.
Screening Cn1c(N)c(C(=O)COC(=O)Cc2ccc(Cl)cc2Cl)c(=O)n(C)c1=O returned NSD2 HMT inh -2, CAL PDZ FP-1 -3.0, CAL PDZ FP-2 -6, SR-BI uptake up -9, dFosB act -8, MITF TRPM1 HTS 5, PfHsp90 set2 22, SR-BI HDL uptake 9, Rtt109 HAT inh -2 and PvdQ acylase -14.
`COc1ccc(C(=O)NC(=S)Nc2ccc(CN3CCOCC3)cc2)cc1Cl` gave NSD2 HMT inh 4, CAL PDZ FP-1 -4.4, CAL PDZ FP-2 7, SR-BI uptake up -26, dFosB act -14, MITF TRPM1 HTS 0, PfHsp90 set2 -2, SR-BI HDL uptake 26 and PvdQ acylase 5.
Screening O=S(=O)(c1ccc(N2CCCC2)nc1)N1CCOCC1 returned NSD2 HMT inh -3, CAL PDZ FP-2 1, SR-BI uptake up 24, dFosB act 10, MITF TRPM1 HTS -3, PfHsp90 set2 -28, SR-BI HDL uptake -24, Rtt109 HAT inh -7 and PvdQ acylase -8.
Screening O=C(CSc1nc2ncccc2[nH]1)NC1CCCCC1 returned NSD2 HMT inh 3, CAL PDZ FP-1 -2.1, CAL PDZ FP-2 -3, SR-BI uptake up -11, dFosB act -16, MITF TRPM1 HTS 0, PfHsp90 set2 -43, SR-BI HDL uptake 11, Rtt109 HAT inh -2 and PvdQ acylase -3.
For CCCc1cc(NCc2ccccn2)n2nc(C)c(-c3ccccc3)c2n1 the results were NSD2 HMT inh -1, CAL PDZ FP-1 -0.8, SR-BI uptake up -12, dFosB act -2, PfHsp90 set2 107*, SR-BI HDL uptake 12, Rtt109 HAT inh 0 and PvdQ acylase -6.
For Cc1ccc(S(=O)(=O)N(C)C)cc1NC(=O)COC(=O)Cc1n[nH]c(=O)c2ccccc12 the results were NSD2 HMT inh -2, CAL PDZ FP-1 -0.3, CAL PDZ FP-2 -3, SR-BI uptake up 8, dFosB act -7, MITF TRPM1 HTS -2, PfHsp90 set2 -5, SR-BI HDL uptake -8, Rtt109 HAT inh -3 and PvdQ acylase -6.
For COc1ccccc1NC(=S)NC12CN3CN(CN(C3)C1)C2 the results were NSD2 HMT inh 12, CAL PDZ FP-1 0.6, CAL PDZ FP-2 1, SR-BI uptake up 3, dFosB act -3, MITF TRPM1 HTS 4, PfHsp90 set2 -1, SR-BI HDL uptake -3, Rtt109 HAT inh 10 and PvdQ acylase -23.
For CCn1c(CNC(=O)COc2ccc(C(C)C)cc2)nnc1SCC(=O)Nc1ccccc1C(C)C the results were NSD2 HMT inh 0, CAL PDZ FP-1 -1.2, CAL PDZ FP-2 -1, SR-BI uptake up -69, dFosB act -12, MITF TRPM1 HTS -20, PfHsp90 set2 13, SR-BI HDL uptake 69, Rtt109 HAT inh 2 and PvdQ acylase -9.
`COc1ccc(CCNC(=O)CSc2nnc(C(C)N(C)C)n2Cc2ccccc2)cc1OC` (configuration not stated) gave NSD2 HMT inh -8, CAL PDZ FP-1 0.2, CAL PDZ FP-2 6, SR-BI uptake up -6, dFosB act 0, MITF TRPM1 HTS 3, PfHsp90 set2 2, SR-BI HDL uptake 6, Rtt109 HAT inh 10 and PvdQ acylase 8.
`COc1ccc(CCNS(=O)(=O)c2cn(C)nc2C)cc1` gave NSD2 HMT inh 0, CAL PDZ FP-1 -3.2, CAL PDZ FP-2 -1, SR-BI uptake up -5, dFosB act -2, MITF TRPM1 HTS -4, PfHsp90 set2 -5, SR-BI HDL uptake 5, Rtt109 HAT inh -2 and PvdQ acylase 5.
`Cc1ccc(NC(=O)COC(=O)CNC(=O)c2ccc3ccccc3c2)c([N+](=O)[O-])c1` gave NSD2 HMT inh -1, CAL PDZ FP-1 -3.1, CAL PDZ FP-2 0, SR-BI uptake up -6, dFosB act -5, MITF TRPM1 HTS 8, PfHsp90 set2 2, SR-BI HDL uptake 6, Rtt109 HAT inh 7 and PvdQ acylase -13.
O=C(CSCc1ccc(Cl)cc1)NN=C1CCCC1 was read as NSD2 HMT inh 5, CAL PDZ FP-1 -0.4, CAL PDZ FP-2 72*, SR-BI uptake up 2, dFosB act 7, MITF TRPM1 HTS 8, PfHsp90 set2 11, SR-BI HDL uptake -2, Rtt109 HAT inh 6 and PvdQ acylase -11.
`COCC(=O)Oc1c(S(=O)(=O)c2ccccc2)c(C)nn1C(C)(C)C` gave NSD2 HMT inh -2, CAL PDZ FP-1 -0.4, CAL PDZ FP-2 0, SR-BI uptake up -10, dFosB act -1, MITF TRPM1 HTS 14, PfHsp90 set2 4, SR-BI HDL uptake 10, Rtt109 HAT inh 5 and PvdQ acylase 7.
Screening COC(=O)Cc1cc(=O)oc2cc(O)ccc12 returned NSD2 HMT inh -9, CAL PDZ FP-1 -0.6, CAL PDZ FP-2 1, SR-BI uptake up -8, dFosB act 1, MITF TRPM1 HTS -2, PfHsp90 set2 -16, SR-BI HDL uptake 8, Rtt109 HAT inh -3 and PvdQ acylase 8.
Screening CCOC(=O)C1=C(COC(=O)c2cccs2)NC(=O)NC1C (configuration not stated) returned NSD2 HMT inh 1, CAL PDZ FP-1 0.7, CAL PDZ FP-2 -9, SR-BI uptake up 23, dFosB act -3, MITF TRPM1 HTS 7, PfHsp90 set2 -5, SR-BI HDL uptake -23, Rtt109 HAT inh -7 and PvdQ acylase 1.
O=C(COc1ncnc2ccccc12)NCCC1=CCCCC1 was read as NSD2 HMT inh -4, CAL PDZ FP-1 -0.6, CAL PDZ FP-2 -2, SR-BI uptake up 1, dFosB act 9, MITF TRPM1 HTS 10, PfHsp90 set2 20, SR-BI HDL uptake -1, Rtt109 HAT inh -7 and PvdQ acylase 16.
`Cc1ccc2nc(NC(=O)C3CCN(S(=O)(=O)c4cc([N+](=O)[O-])ccc4Cl)CC3)sc2c1` gave NSD2 HMT inh -3, CAL PDZ FP-1 -0.5, CAL PDZ FP-2 -1, SR-BI uptake up -57, dFosB act -5, MITF TRPM1 HTS -49, PfHsp90 set2 -34, SR-BI HDL uptake 57, Rtt109 HAT inh -1 and PvdQ acylase -2.

Source: PubChem BioAssay

Rows are unselected; about 4.3% have a hit in one of these screens.
